Arr AP2 block = inhibitors of beta-arrestin/AP2 binding, primary screen, biochemical, GPCR trafficking, flow cytometry; beta-arrestin 1 C-terminal peptide binding to AP2 beta2-adaptin appendage (human); FITC-arrestin peptide / GST-AP2 beads; AP2 beta2 appendage carries R879A mutation; inhibition, % at 10 µM; hit rate 0.31% among 340,000; AID 504490, 2011;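 active = inhibition above a set limit, near 3 SD of compounds lacking own fluorescence, cut at about 54% in these data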;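 note: plate controls were DMSO wells for no effect and 5 µM unlabelled arrestin peptide for full effect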
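Test system: GST-tagged AP2 beta2-adaptin appendage (R879A) on 4 µm glutathione beads; also added: fluorescein-tagged arrestin peptide at 50 nM final; timing: 12 min plus 1 h, RT; signal: flow cytometry, FL1 (488/535 nm); read-out: percent drop in bead-associated FITC signal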
Cardiac RTF inh = cardiac RTF calcium sensitivity inhibitors, primary screen, biochemical, IANBD-TnC fluorescence, EC70 calcium. Troponin I, cardiac muscle (Homo sapiens) + Troponin T, cardiac muscle (Homo sapiens) + …. IANBD-labeled cardiac RTF, Ca2+ fluorescence. inhibition, % at 7.15 µM. hit rate 0.12% among 340,000;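 active = inhibition above the mean inhibition of all tested compounds plus 3 SD, cut at about 17% in these data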;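 note: assay run at fixed EC70 calcium of 1.6 mM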
CAL PDZ FP-1 = untagged CAL PDZ binding inhibitors, primary screen, biochemical, fluorescence polarization, HTS; Golgi-associated PDZ and coiled-coil motif-containing protein (Homo sapiens), Q9HD26; purified CAL PDZ, TMR-peptide fluorescence polarization, 1 h; inhibition, % at 24.9 µM; hit rate 0.92% among 300,000; AID 602252, 2012;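 active = mean inhibition of at least 30% with at least half of replicates also reaching 30%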;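 note: 0% = DMSO neutral control and 100% = excess unlabeled competitor peptide PRC23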
Keap1 Nrf2 FP = Keap1-Nrf2 protein-protein interaction inhibitors, primary screen, biochemical, fluorescence polarization, single point | Kelch-like ECH-associated protein 1 (Homo sapiens), Q14145 | Keap1 Kelch-Nrf2 peptide fluorescence polarization, 1536-well | inhibition, % at 9.4 µM | hit rate 0.15% among 340,000; in the data active = inhibition above about 12%;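 note: human Keap1 Kelch domain with fluorescein labeled Nrf2 9mer peptide probe; 0% = neutral control wells and 100% = peptide positive control; higher means more block of Keap1 binding to Nrf2 peptide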
V-ATPase pHluor = regulators of yeast V-ATPase proton pumping, primary screen, pHLuorin cytosolic pH fluorescence; S. cerevisiae; response, % at 10 µM; hit rate 0.37% among 350,000; AID 504577, 2011; in the data active = response mostly above about 7.3%, no sharp cut-off; inactive = mostly below about 5.4%; note: actives read high; inactives centre near 0; some compounds called inactive have numbers as strong as hits; reference of the scale not given here
CAL PDZ FP-2 = CAL PDZ peptide-binding inhibitors, primary screen, biochemical, fluorescence polarization, Cer-tagged CAL PDZ, HTS | Golgi-associated PDZ and coiled-coil motif-containing protein (Homo sapiens), Q9HD26 | purified CAL PDZ, TMR-peptide fluorescence polarization, 1 h | inhibition, % at 20 µM | hit rate 0.02% among 330,000 | AID 504414, 2011;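 active = highest replicate inhibition of at least 40%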;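 note: plate controls were DMSO neutral control wells for no effect and unlabeled competitor peptide control wells for full effect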
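material = purified tagged CAL PDZ domain construct (CerCALP) | compound dosing = 20 µM, one dose | times = 1 h at RT | measured by = fluorescence polarization from S- and P-plane intensities, G-factor corrected | read-out = inhibition from polarization loss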
C-LANA FP = inhibitors of KSHV C-LANA binding to DNA, primary screen, biochemical, fluorescence polarization, FAM-LBS DNA, MBP-C-LANA, single point. Kaposi's sarcoma herpesvirus LANA C-terminal domain (residues 932-1162) DNA binding. inhibition, % at 9 µM. hit rate 0.078% among 340,000. AID 504423, 2011;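 active = highest replicate inhibition at or above 60% at 9 µM, even if other replicates fall short; inactive = all replicates below 60% inhibition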;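 note: 0% = neutral control wells and 100% = 4 µM acridine orange control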
DAGLB inhibitor = DAGLB lipase inhibitors, primary screen, biochemical, fluorescence, HTS | HEK293T DAGLB membrane lysate, EnzChek fluorogenic substrate | inhibition, % at 5.17 µM | AID 504411, 2011 | hit rate 0.059% among 340,000; in the data active = inhibition above about 34%;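 note: 0% = enzyme with vehicle and 100% = wells lacking enzyme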
NSD2 HMT inh = NSD2 histone methyltransferase inhibitors, primary screen, biochemical, AlphaScreen, single concentration, set 2 | inhibition, % at 12.5 µM | NSD2 peptide methylation, 120 min | hit rate 0.54% among 310,000; in the data active = inhibition above about 50%
Pemphigus Ab inh = inhibitors of pemphigus antibody binding to DSG3, primary screen, biochemical, bead-based, flow cytometry, scFv-GFP; Desmoglein-3 (Homo sapiens), P32926; DSG3-coupled beads, scFv-anti-DSG3-GFP binding; stronger effect = lower value; binding (percent of control), % at 10 µM; hit rate 0.48% among 310,000; AID 588358, 2011;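 active = binding more than 3 SD below its plate's average and above zero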; note: some compounds called inactive have numbers as strong as hits
Target sequence (P32926 whole entry, looked up): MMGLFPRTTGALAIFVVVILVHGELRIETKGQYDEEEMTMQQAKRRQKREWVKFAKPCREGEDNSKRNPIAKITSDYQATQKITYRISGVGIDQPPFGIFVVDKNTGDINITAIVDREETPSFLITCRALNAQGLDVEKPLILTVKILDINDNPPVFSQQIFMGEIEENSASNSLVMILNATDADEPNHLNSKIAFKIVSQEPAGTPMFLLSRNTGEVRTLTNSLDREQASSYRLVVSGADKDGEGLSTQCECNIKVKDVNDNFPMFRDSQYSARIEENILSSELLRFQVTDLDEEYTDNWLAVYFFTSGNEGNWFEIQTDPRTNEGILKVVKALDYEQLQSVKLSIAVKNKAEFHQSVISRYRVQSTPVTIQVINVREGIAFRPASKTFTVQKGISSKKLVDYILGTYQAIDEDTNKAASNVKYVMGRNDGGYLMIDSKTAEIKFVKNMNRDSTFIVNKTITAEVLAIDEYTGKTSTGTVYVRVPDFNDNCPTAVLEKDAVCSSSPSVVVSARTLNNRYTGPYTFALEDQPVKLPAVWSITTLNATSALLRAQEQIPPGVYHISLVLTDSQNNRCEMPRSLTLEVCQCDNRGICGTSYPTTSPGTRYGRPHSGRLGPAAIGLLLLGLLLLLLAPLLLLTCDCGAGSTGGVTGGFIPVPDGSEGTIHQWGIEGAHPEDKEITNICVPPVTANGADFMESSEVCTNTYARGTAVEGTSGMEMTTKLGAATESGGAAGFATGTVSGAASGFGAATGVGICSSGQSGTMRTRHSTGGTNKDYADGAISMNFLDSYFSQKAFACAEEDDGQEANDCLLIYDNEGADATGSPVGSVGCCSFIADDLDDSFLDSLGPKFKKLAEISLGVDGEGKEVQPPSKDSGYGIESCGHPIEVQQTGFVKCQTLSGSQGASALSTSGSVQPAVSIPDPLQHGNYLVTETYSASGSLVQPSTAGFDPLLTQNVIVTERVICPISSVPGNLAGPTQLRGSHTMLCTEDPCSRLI
Numbers without * were called inactive; . = not tested or not shown; & = joins results of further samples.

SMILES	Arr AP2 block	Cardiac RTF inh	CAL PDZ FP-1	Keap1 Nrf2 FP	V-ATPase pHluor	CAL PDZ FP-2	C-LANA FP	DAGLB inhibitor	NSD2 HMT inh	Pemphigus Ab inh
O=C(Nc1ccccc1Oc1ccccc1)C1CCCC1	0	-6	-3	-4	-3	1.3	-0.2	-7	.	106
CCOC(=O)N1CCN(CCC(=O)Nc2cccc(C)c2)CC1	-9	1	-3	0	4	-1.2	-0.1	-1	-1	119
O=C(NCc1ccccn1)c1ccc(/C=N/O)nc1	-2	8	1	3	3	-1.0	0.8	-2	3	98
COc1ccc2nc3c(cc2c1)c(NC(=O)C1CCCO1)nn3CC(C)C (configuration not stated)	19	-2	0	-3	-2	-1.3	0.2	-4	-35	.
Cc1ccc2[nH]c(=O)c(C(c3nnnn3Cc3ccccc3)N3CCc4ccccc43)cc2c1 (configuration not stated)	12	-5	1	-3	-1	-2.9	0.6	6	1	98
COc1cc(S(=O)(=O)NC(C)C)ccc1Cl	8	-12	-7	1	1	.	-0.9	-2	-1	100
Cc1cc(C(=O)NNC(=S)NC(C)c2ccccc2)c2ccccc2n1 (configuration not stated)	22	-4	0	3	-1	0.3	0.7	2	3	105
O=C(Nc1nccs1)c1ccc(Cl)c(S(=O)(=O)N2CCOCC2)c1	0	-2	-3	-7	-3	-1.2	-2.1	-1	-1	104
Cc1ccc(Cl)cc1NC(=O)c1ccccc1OCC(=O)Nc1ccc(Cl)cc1	42	8	-4	-1	1	-1.6	0.1	-4	0	86
COc1ccc(C(=O)O/N=C(\N)c2ccccc2)cc1OC	31	-1	43*	0	-3	.	-1.4	-8	-2	104
O=C(NC1CCC(C(=O)O)CC1)OCc1ccccc1 (configuration not stated)	-5&5	-3&1	1&-5	-2&0	7&9	-1.6&0.4	-1.0&-0.5	0&-2&-2	-1&-2&6	100&102&99
CC(=O)Oc1ccc(N(C(C)=O)S(=O)(=O)c2cccs2)c2ccccc12	0	-1	-3	-1	1	.	-0.1	1	0	102
NC(=O)c1ccc(NC(=O)COC(=O)c2ccc3c(c2)OCO3)cc1	21	5	5	-2	5	0.0	0.0	1	7	.
COc1ccc(CCCc2nnc(SCC(=O)Nc3ccc(C)c(C)c3)o2)cc1	-11	-2	-8	-7	-2	-2.0	1.8	-7	9	123
CN(c1ccccc1)S(=O)(=O)c1ccc(C(=O)NCC2CCCO2)cc1 (configuration not stated)	8	-6	0	-4	-2	-2.0	0.9	0	-4	98

Grouped by structure, the entries above with two or more sulfur atoms
SMILES	Arr AP2 block	Cardiac RTF inh	CAL PDZ FP-1	Keap1 Nrf2 FP	V-ATPase pHluor	CAL PDZ FP-2	C-LANA FP	DAGLB inhibitor	NSD2 HMT inh	Pemphigus Ab inh
O=C(Nc1nccs1)c1ccc(Cl)c(S(=O)(=O)N2CCOCC2)c1	0	-2	-3	-7	-3	-1.2	-2.1	-1	-1	104
CC(=O)Oc1ccc(N(C(C)=O)S(=O)(=O)c2cccs2)c2ccccc12	0	-1	-3	-1	1	.	-0.1	1	0	102

Additional results
SMILES	Arr AP2 block	Cardiac RTF inh	CAL PDZ FP-1	Keap1 Nrf2 FP	V-ATPase pHluor	CAL PDZ FP-2	C-LANA FP	DAGLB inhibitor	NSD2 HMT inh	Pemphigus Ab inh
Cc1ccc(C(=O)Nc2ccc(S(=O)(=O)N3CCOCC3)cc2)cc1	-3	8	-3	-3	1	1.1	0.3	-1	-2	102
CNC(=S)NC1CC2CCCC(C1)N2Cc1ccc(C)cc1 (configuration not stated)	11	-6	-5	-8	1	0.1	2.1	1	3	99
CCOC(=O)C1(Cc2cccc(F)c2)CCN(C(=O)Cn2cnnn2)CC1	12	-1	11	6	0	-3.4	-1.0	1	-1	91
CC(=O)c1c(O)c2ccccc2n(C(C)C)c1=O	7	9	-3	-2	-2	-0.5	-0.1	0	.	103
COC(=O)Nc1ccc(S(=O)(=O)NCc2ccccn2)cc1	-8	11	-6	-1	0	-0.4	1.1	-1	-1	115
COC(=O)c1ccc(NC(=O)CSc2nnc(C)n2CC2CCCO2)cc1 (configuration not stated)	3	-17	-5	-2	-3	-3.6	-0.9	2	-3	.
CCCCc1cc2c(s1)CCCC/C2=N/O	-12	1	2	3	0	-1.5	0.7	-5	9	.
COc1ccc(-n2c(N)c(C(=O)NCc3cccnc3)sc2=S)cc1	-3	-4	-2	-10	5	1.0	0.1	-3	-2	102
CCOc1cc2c(cc1O)C(=NOC)CC1C2CCC2(C)C(O)CCC12 (configuration not stated)	23	-12	-1	0	-3	0.2	-0.3	3	2	.
O=C(COn1nnc2ccc(C(F)(F)F)cc21)Nc1c(Cl)cccc1Cl	14	-25	-9	2	1	-2.0	2.9	0	-2	87
Cc1nnc(C)n1/N=C/c1cccs1	-7	-2	-3	2	1	-0.6	0.4	0	0	102
N#Cc1cc(-c2cccc(Cl)c2)c[nH]c1=O	12	9	-5	-1	-3	-1.6	-0.2	2	0	97
CN(c1nc2ccccc2nc1Cl)S(=O)(=O)c1ccccc1	-6	-19	-4	0	5	0.0	-1.3	-2	-8	117
NS(=O)(=O)c1ccc(NC(=O)c2ccc(CSc3ccccc3)o2)cc1	6	0	-3	0	1	0.1	1.8	-2	0	101
O=C(CCN1C(=O)C2C3CCC(C3)C2C1=O)Nc1ccc(Br)cc1 (configuration not stated)	8	-17	-4	-5	2	-0.2	1.5	2	11	98
Cc1cc(C(=O)N2CCN(c3ncccc3C#N)CC2)no1	12	-4	1	-1	2	-0.5	-0.1	-2	-3	.
O=C(c1ccc(Cl)cc1)N1CCN=C1c1ccccc1	1	-5	-1	3	-6	-1.0	-0.4	3	-4	96
Cc1ccc2nc(C(C)O)[nH]c2c1 (configuration not stated)	26	-21	2	4	-1	-0.6	-0.6	1	.	.
Cc1cccc(OCC(=O)NCc2ccc(F)cc2)c1	13	0	-2	-3	0	-17	0.7	-3	-3	105
Cc1ccc(-c2nc(NC(=O)c3nn(C)cc3[N+](=O)[O-])sc2C)cc1	3	4	.	-2	2	0.1	-0.4	1	0	107
c1ccc(-c2noc(-c3cccc4ccccc34)n2)nc1	10	-4	-7	-7	1	.	-1.0	-10	.	92
O=S(=O)(NC1CCCCC1)c1cccc(-c2nnc(-c3ccccc3)o2)c1	23	-3	-5	-3	0	-1.7	-0.5	-3	1	97
O=C(NN=C1c2ccccc2-c2ccccc21)c1cccc(Br)c1	-3	-20	-2	5	-5	-3.0	0.8	-4	-1	125
C[C@H](CO)N1C[C@H](C)[C@@H](CN(C)C(=O)NC2CCCCC2)Oc2c(NS(=O)(=O)c3cn(C)cn3)cccc2C1=O	-9	-3	-2	-1	1	-0.5	5.1	0	.	94
COc1ccc(C(=O)COC(=O)c2sc(C)nc2C)cc1Cl	-2	-8	2	-5	-1	-1.2	-1.5	-4	-1	.
CCC(=O)N1CCc2cc(Br)cc(S(=O)(=O)N(C)c3ccc(OC)cc3)c21	0	-9	.	-6	0	-0.8	0.2	0	-2	.
COc1cc([N+](=O)[O-])cc(/C=N/NC(=O)C(C)Nc2cccc3ccccc23)c1O (configuration not stated)	-33	-5	3	1	1	1.0	0.4	20	3	102
CNC(=S)NCCc1ccc(OC)cc1	5	-5	-3	-1	-1	-1.7	-1.1	-1	3	88
N#C/C(=C\c1cn(CC(=O)N2CCCC2)c2ccccc12)C(=O)NCc1ccc2c(c1)OCO2	2	-4	-6	-5	1	-3.0	2.9	-1	0	97
O=C(NCC1CCCO1)c1ccc2c(=O)n(CCc3ccccc3)c(=O)[nH]c2c1 (configuration not stated)	-6	-6	-4	0	0	-0.6	0.7	3	.	.
COc1ccc(NC(=O)C2=NN(c3ccccc3)C(=O)CC2)cn1	2	-1	0	0	2	0.3	1.3	0	-1	.
O=C1N[C@@H](c2ccccc2)COC(=O)[C@@H](Cc2ccc(F)cc2)C/C=C\C[C@@H]1CC(=O)N(CCO)Cc1ccccc1	-1	-4	-3	-2	-3	0.5	-0.8	1	.	105
CCOc1ccc(N(CC(=O)NC2CCCCC2)C(=O)Cn2nnc(-c3ccc(C)o3)n2)cc1	-9	-10	-1	-3	-3	-2.3	-1.3	-4	-2	.
Cc1cc([N+](=O)[O-])nn1CC(=O)NCc1ccccc1	4	-1	6	2	1	1.1	-1.6	2	-1	128
CC(C)CCN(C(=S)Nc1cccc(C(F)(F)F)c1)C(C)c1ccccn1 (configuration not stated)	48	1	-5	3	2	1.0	-1.2	-2	-2	101
Cc1ccc(-n2c(=O)cc(N3CCN(Cc4ccccc4)CC3)[nH]c2=O)cc1	5	2	.	-11	1	-1.0	-0.2	1	.	111
O=c1c2c([nH]n1-c1ccccc1)CCSC2	3	-6	-4	-8	5	.	1.1	-2	3	.
O=C(O)c1cccc(S(=O)(=O)Nc2ccccc2-c2ccccc2)c1	-12	3	1	-6	1	-1.2	1.7	4	4	102
O=C(COC(=O)c1ccccc1O)NCc1ccccc1Cl	7	-9	-2	-4	-1	-1.9	0.2	-1	-1	.
COc1ccccc1NC(=O)C1CCN(C(=O)C2CC(=O)N(c3ccc(C)cc3)C2)CC1 (configuration not stated)	23	-26	-4	-2	-1	-3.3	1.1	0	-4	100
CC(=O)N1c2ccccc2S(=O)(=O)c2c1ccc1ccccc21	13	-12	-3	0	1	0.4	1.3	-1	-2	.
C#CCNC(=O)C1=C[C@H](c2ccc(C(F)(F)F)cc2)C[C@H](OCCCCO)O1	-2	-4	-2	-5	-2	1.1	4.3	1	.	103
CN(C(=O)CSc1ncn[nH]1)C1(C#N)CCCCC1	21	-10	0	-1	1	0.4	-0.7	-7	-1	.
Fc1ccc(Cn2ccc(-c3cnc(-c4ccccc4)s3)n2)cc1	-7	-12	-4	7	0	-0.8	6.3	-8	-3	93
CC1CCCCC12NC(=O)N(CC(=O)N1CCN(S(=O)(=O)c3ccc4c(c3)CCC4)CC1)C2=O (configuration not stated)	52	-16	-2	3	25*	-1.4	-0.4	0	3	96
CCOC(=O)C1=NOC(C(=O)NN(C)c2ncc(C(F)(F)F)cc2Cl)C1 (configuration not stated)	0	-2	-3	-5	0	-1.3	0.0	-1	-2	105

The list is partial; rates above refer to the full screens.
